EPAC2 agonist: qHTS for Agonist of cAMP-regulated guanine nucleotide exchange factor 4 (EPAC2): primary screen | Potency, µM (highest dose often 154 µM), for the others: at the top dose activation, usual class: activators | Rap guanine nucleotide exchange factor 4 (Homo sapiens), Q8WZA2 | EPAC2 activation, biochemical qHTS; response scale: 100% = 6.5 mM cAMP response | AID 720711, 2013 | hit rate 0.079% among 360,000; further: potency means the concentration at half of the fitted maximal effect; nearly all actives have a fitted effect of over 50% in size
Target sequence (Q8WZA2 whole entry, looked up): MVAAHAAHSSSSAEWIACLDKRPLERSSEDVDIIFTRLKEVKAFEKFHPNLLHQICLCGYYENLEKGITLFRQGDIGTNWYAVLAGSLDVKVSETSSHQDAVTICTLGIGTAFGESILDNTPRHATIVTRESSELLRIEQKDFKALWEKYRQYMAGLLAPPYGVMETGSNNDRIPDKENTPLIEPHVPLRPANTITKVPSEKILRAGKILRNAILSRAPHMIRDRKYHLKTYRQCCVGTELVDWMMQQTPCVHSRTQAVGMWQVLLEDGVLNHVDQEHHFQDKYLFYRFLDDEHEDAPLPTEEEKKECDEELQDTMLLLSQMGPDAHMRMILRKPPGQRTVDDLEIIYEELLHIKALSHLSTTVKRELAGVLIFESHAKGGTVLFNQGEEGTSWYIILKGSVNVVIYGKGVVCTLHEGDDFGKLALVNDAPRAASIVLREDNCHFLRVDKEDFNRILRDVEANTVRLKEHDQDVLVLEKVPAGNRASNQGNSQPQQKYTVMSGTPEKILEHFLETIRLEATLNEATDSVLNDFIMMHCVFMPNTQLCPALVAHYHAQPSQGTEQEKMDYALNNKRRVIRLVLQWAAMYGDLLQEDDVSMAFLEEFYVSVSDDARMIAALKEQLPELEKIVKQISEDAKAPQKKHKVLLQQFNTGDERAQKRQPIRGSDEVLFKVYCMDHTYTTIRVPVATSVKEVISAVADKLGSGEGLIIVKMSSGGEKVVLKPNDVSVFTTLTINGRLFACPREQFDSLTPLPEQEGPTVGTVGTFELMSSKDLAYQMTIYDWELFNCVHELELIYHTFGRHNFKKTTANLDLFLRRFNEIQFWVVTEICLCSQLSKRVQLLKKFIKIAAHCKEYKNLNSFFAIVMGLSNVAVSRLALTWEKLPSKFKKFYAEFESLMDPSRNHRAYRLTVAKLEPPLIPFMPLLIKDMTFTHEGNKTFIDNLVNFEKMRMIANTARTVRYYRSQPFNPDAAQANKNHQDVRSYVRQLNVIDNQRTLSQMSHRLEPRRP
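Nucleotide exchange monitored as fluorescence drop when BODIPY-GDP leaves Rap1B. Reaction: 100 nM EPAC2, 250 nM RAP1B-BODIPY-GDP, 50 uM GDP, room temperature, kinetic read over 30 min. Activity expressed relative to 6.5 mM cAMP.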
TGFb inhibitor: qHTS for Inhibitors of TGF-b. Potency, µM (top dose mostly 46.1 µM), for inactives: at the top dose activity, negative = inhibition, most hits filed as inhibitors. HepG2 CAGA-GFP TGF-b/SMAD3 reporter, GFP fluorescence, 18 h; TGF-beta stimulated, 500 pg/mL final. hit rate 1.2% among 410,000. AID 588855, 2011; further: potency means the concentration at half of the fitted maximal effect; on the % scale 0 is the no-effect control and ±100 the full control effect; nearly all actives have a fitted effect of over 65% in size
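Read-out: total well GFP (ex488/em500-530) summed from mean per-cell fluorescence. Cells: HEPG2 CAGA-GFP, 1% FBS DMEM, 18 h at 37 degrees C with 500 pg/mL final TGF-beta. Unstimulated wells served as the full-inhibition control; stimulated DMSO wells = 0%.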
CCT modulator: High-Throughput Screening for Modulators of Cytosolic Chaperonin Activity; purified chaperonin ATPase assay, HTRF ADP detection, 30 min; activity change, % (concentration not given with the values), hits read low; hit rate 0.3% among 360,000; AID 651819, 2012; in the data active means activity change below about -30%; further: on the % scale 0 is the no-effect control and ±100 the full control effect
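ATPase activity: ADP formed was measured by HTRF Transcreener (665/615 nm ratio) after 30 min at 37 deg C with 10 uM ATP. Compounds screened at one 76 uM concentration against 40 or 20 nM TRiC in Tris pH 7.4/KCl/MgCl2/DTT buffer.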
A549 viability: Nrf2 qHTS screen for inhibitors: counterscreen for cytotoxicity. A549 ARE-Fluc cells, CellTiter-Fluor viability, 18-24 h. AID 504648, 2011. hit rate 0.16% among 390,000. Potency, µM (series often up to 46 µM), inactives show at the highest dose activity change, negative = cytotoxicity, usual class: inhibitors; further: potency means the concentration at half of the fitted maximal effect; on the % scale 0 is the no-effect control and ±100 the full control effect
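Cytotoxicity counterscreen: CellTiter-Fluor fluorescence was measured in A549 ARE_Fluc cells after 18-24 h of compound exposure in a concentration series. The subsequent BugLite luminescent read reports ARE-luciferase activity.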
EPAC2 antagonist: qHTS for Antagonist of cAMP-regulated guanine nucleotide exchange factor 2 (EPAC2): primary screen; EPAC2 GEF exchange of Rap1B-BODIPY-GDP, fluorescence; hit rate 0.18% among 360,000; Potency, µM (doses to about 114 µM), inactives show at the highest dose activity, negative = inhibition, most hits filed as inhibitors; Rap guanine nucleotide exchange factor 4 (Homo sapiens), Q8WZA2; further: potency means the concentration at half of the fitted maximal effect; on the % scale 0 is the no-effect control and ±100 the full control effect; nearly all actives have a fitted effect of over 45% in size; many of its hits are not listed in these tables
MmCpn inh: Inhibitors of TCP-1 ring complex (TRiC) of Methanococcus maripaludis (MmCpn): qHTS; Chaperonin Mm-Cpn (Methanococcus maripaludis); purified Mm-Cpn ATPase, ADP Transcreener TR-FRET; Potency, µM (top dose mostly 76.9 µM), for inactives: top-dose activity, negative = inhibition, actives largely listed as inhibitors; hit rate 0.031% among 330,000; AID 504842, 2011; further: potency means the concentration at half of the fitted maximal effect; on the % scale 0 is the no-effect control and ±100 the full control effect; nearly all actives have a fitted effect of over 80% in size
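Eu-cryptate anti-ADP/ADP-d2 competition gives a ratio inversely related to ADP. Enzyme at 25 nM was pre-exposed to compound for 10 min, then given 10 uM ATP for 30 min, 37°C throughout.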
Nrf2 ARE act: qHTS of Nrf2 Activators. AREc32 ARE-luciferase reporter (MCF7-derived line), luminescence, 24 h. Potency, µM (titrated, usually from 46.1 µM), without a hit: at the highest dose activation, hits mostly activators. hit rate 0.31% among 410,000. AID 624171, 2012; further: potency means the concentration at half of the fitted maximal effect; % of control where 0% means no effect; nearly all actives have a fitted effect of over 65% in size
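Each well held 1000 AREc32 cells, which were incubated with compound for 24 hr at 37 deg C after overnight attachment, and ARE reporter activity was quantified by firefly luciferase luminescence.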
Nrf2 inh: Nrf2 qHTS screen for inhibitors. hit rate 2.1% among 360,000. A549 ARE-Fluc reporter, luciferase luminescence, 18-24 h. Potency, µM (titrated, usually from 46 µM), inactives show at the highest dose activity change, negative = inhibition, most hits filed as inhibitors. AID 504444, 2011; further: potency means the concentration at half of the fitted maximal effect; on the % scale 0 is the no-effect control and ±100 the full control effect; nearly all actives have a fitted effect of over 60% in size
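Nrf2 activity is the BugLite luminescence, read 15 min after reagent at room temperature, following CellTiter-Fluor cytotoxicity readout (30 min, 37C). Compound titrations were applied for 18-24 h to 5000 A549 ARE_Fluc cells/well in 5% FBS OPTI-MEM.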
Akt phos inh: HTS Assay for Inhibitors of Akt Phophorylation: Primary Screen; activity change, % for hits at 50 µM; hit rate 0.32% among 360,000; Neuro2A IGF-stimulated pAkt S473 HTRF, 20 min; stronger effect = lower value; AID 651550, 2012; in the data active means activity change below about -80%; inconclusive means mostly about -51% to -80%; further: on the % scale 0 is the no-effect control and ±100 the full control effect
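Single-point screen (50 µM final compound) in Neuro2A cells stimulated 20 min with 6 nM IGF at 37 deg C. After lysis, Ser473-phosphorylated Akt read by HTRF (ex 330 nm, em 615/665 nm) as the 665/615 ratio.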
* marks the source's active call; other numbers are inactive results; i = inactive; ? = inconclusive; · = no result given; [ ] = remark or other dose. Unless noted, the call rests on the fitted dose curve; in most records, active means well fitted curve in the direction sought with a large enough effect; inconclusive means small, poorly fitted or top-dose-only effect, or another doubt; inactive means no such curve, though single readings can be large; an effect the other way counts as inactive or inconclusive.

1. O=C(CN1CCN(Cc2ccccc2)CC1)NC(c1ccccc1)c1ccccc1
2. Cc1ccc(Nc2nc(NCC3CC3)nc3ccsc23)c(C)c1
3. O=C(NCCN1CCOCC1)c1ccccc1[N+](=O)[O-]
4. COc1cc(NC(=O)C2C3C=CC(C3)C2C(=O)O)ccc1NC(=O)c1ccccc1 (configuration not stated)
5. COc1ccccc1N/C=C/C(=C(C#N)C#N)N(C)C
assay / entry	1	2	3	4	5
Nrf2 inh	-8.2%	·	19.9%	5.6%	27.6%
EPAC2 antagonist	-6.0%	-26.6%	16.5%	-4.1%	2.2%
CCT modulator	-14.8	0.1	-4.3	-1.9	-0.2
TGFb inhibitor	?	?	0.1%	-1.7%	-10.7%
EPAC2 agonist	15.3%	21.2%	-3.0%	14.6%	1.0%
Nrf2 ARE act	-0.5%	-0.6%	-1.4%	2.1%	4.9%
MmCpn inh	0.3%	·	0.1%	2.2%	0.6%
A549 viability	-9.7%	·	3.3%	7.7%	-9.0%
Akt phos inh	i	i	i	i	i

6. CCn1c(Cc2ccc(OC)cc2)nnc1SCC(=O)NC1CC1
7. O=[N+]([O-])c1ccc(C(O)CN2CCN(c3ccccc3)CC2)cc1 (configuration not stated)
8. O=C(Nc1nnc(CCc2ccccc2)s1)c1ccc(F)cc1
9. CCc1ccc2c(c1)CCCN2C(=O)c1ccccc1C(=O)O
10. Cc1ccc(CC(=O)NCC2CCCCC2)cc1
assay / entry	6	7	8	9	10
Nrf2 inh	3.8%	-5.7%	-10.1%	-1.0%	?
EPAC2 antagonist	0.1%	3.2%	14.3%	6.4%	-6.1%
CCT modulator	-5.7	1.3	-0.9	-0.5	1.1
TGFb inhibitor	5.1%	-8.1%	2.2%	-5.5%	0.5%
EPAC2 agonist	7.5%	5.7%	9.2%	-7.7%	-5.2%
Nrf2 ARE act	-0.2%	0.2%	0.0%	0.1%	3.4%
MmCpn inh	-3.8%	2.0%	-3.1%	-0.7%	0.4%
A549 viability	-6.1%	-7.2%	2.7%	-0.9%	?
Akt phos inh	i	i	i	i	i

11. O=C(CCc1nnc(CCC2CCCCC2)o1)NCCc1ccccn1
12. Cc1oc2c(CN3CCCCC3C)c(O)ccc2c(=O)c1-c1ccccc1 (configuration not stated)
13. Cc1cc(S(=O)(=O)Nc2ccc(N3CCOCC3)cc2)ccc1Br
14. CCCN(CC(=O)Nc1ccc(F)c(F)c1F)C(=O)c1ccc(=O)n(Cc2ccccc2)n1
15. Cc1sc2ncnc(N[C@@H](Cc3ccccc3)C(=O)O)c2c1C
assay / entry	11	12	13	14	15
Nrf2 inh	6.4%	-14.9%	-8.5%	-14.8%	-2.7%
EPAC2 antagonist	0.9%	9.4%	-18.1%	-7.4%	-6.6%
CCT modulator	-2.5	-1.5	0.4	-3.5	0.0
TGFb inhibitor	11.4%	-3.3%	2.6%	?	11.8%
EPAC2 agonist	9.4%	7.0%	8.4%	8.5%	12.2%
Nrf2 ARE act	0.3%	0.0%	0.1%	0.0%	0.0%
MmCpn inh	-12.3%	-4.9%	-6.3%	-3.2%	-5.8%
A549 viability	4.5%	2.7%	-9.9%	-18.4%	0.9%
Akt phos inh	i	i	i	i	i

16. Cc1cc(=O)[nH]c(NN=C2CCC(C(C)(C)C)CC2)n1 (configuration not stated)
17. Cc1cccc(Cc2nnc(CCC(=O)N3CCCCC3c3nccs3)o2)c1 (configuration not stated)
18. Cn1cc(S(=O)(=O)CC(=O)Nc2ccc(Br)cc2)c2ccccc21
19. C[C@H](CO)N1C[C@H](C)[C@@H](CN(C)Cc2ccc(C(=O)O)cc2)Oc2c(NC(=O)Cc3ccccc3)cccc2C1=O
20. CC(C)CC(C(=O)OCC(=O)Nc1cccc(Cl)c1)N1C(=O)C2CC=CCC2C1=O (configuration not stated)
assay / entry	16	17	18	19	20
Nrf2 inh	3.5%	-4.7%	0.4%	-12.9%	-11.5%
EPAC2 antagonist	9.2%	3.9%	16.5%	-7.4%	-15.2%
CCT modulator	-2.6	0.3	-1.8	1.9	-1.9
TGFb inhibitor	-20.0%	0.8%	-4.1%	2.4%	-18.3%
EPAC2 agonist	-2.7%	4.3%	1.0%	5.9%	-7.5%
Nrf2 ARE act	-0.4%	-0.7%[9.22 µM]	-0.5%	0.0%	0.0%
MmCpn inh	0.0%	4.4%	0.3%	-2.0%	2.7%
A549 viability	-2.2%	6.9%	0.7%	2.7%	-1.3%
Akt phos inh	i	i	i	i	i

21. O=C(O)CCCNc1ccc([N+](=O)[O-])c(NCCCC(=O)O)n1
22. Cc1oc2c(O)c(O)ccc2c(=O)c1-c1cnn(-c2ccccc2)c1
23. C=CCn1c(C)cc(C(=O)COc2ncnc3sccc23)c1C
24. O=C(c1ccc(-c2cc3ccccc3oc2=O)cc1)N1CCN(c2ccc(Cl)cc2[N+](=O)[O-])CC1
25. N#Cc1cccn1-c1nccc(-c2cccs2)n1
26. Cc1ccc(OCCNC(=O)/C=C/c2ccco2)cc1C
assay / entry	21	22	23	24	25	26
Nrf2 inh	8.0%	?	?	?	?	-22.3%
EPAC2 antagonist	1.8%	8.6%	-1.5%	-1.7%	-19.8%	2.4%
CCT modulator	2.4	0.3	-3.9	-1.3	-3.3	-0.2
TGFb inhibitor	-10.7%	-9.6%	-13.1%	?	?	3.9%
EPAC2 agonist	1.7%	-17.6%	15.4%	-1.8%	12.4%	3.3%
Nrf2 ARE act	2.5%	0.0%	-1.1%	0.1%	4.47µM*	?
MmCpn inh	-0.6%	-0.4%	1.5%	0.6%	-0.3%	2.4%
A549 viability	-19.2%	-3.9%	-10.9%	0.1%	-1.4%	-1.5%
Akt phos inh	i	i	i	i	i	i

Molecules shown so far that have sulfur:
2. Cc1ccc(Nc2nc(NCC3CC3)nc3ccsc23)c(C)c1
6. CCn1c(Cc2ccc(OC)cc2)nnc1SCC(=O)NC1CC1
8. O=C(Nc1nnc(CCc2ccccc2)s1)c1ccc(F)cc1
13. Cc1cc(S(=O)(=O)Nc2ccc(N3CCOCC3)cc2)ccc1Br
15. Cc1sc2ncnc(N[C@@H](Cc3ccccc3)C(=O)O)c2c1C
17. Cc1cccc(Cc2nnc(CCC(=O)N3CCCCC3c3nccs3)o2)c1 (configuration not stated)
18. Cn1cc(S(=O)(=O)CC(=O)Nc2ccc(Br)cc2)c2ccccc21
assay / entry	2	6	8	13	15	17	18
Nrf2 inh	·	3.8%	-10.1%	-8.5%	-2.7%	-4.7%	0.4%
EPAC2 antagonist	-26.6%	0.1%	14.3%	-18.1%	-6.6%	3.9%	16.5%
CCT modulator	0.1	-5.7	-0.9	0.4	0.0	0.3	-1.8
TGFb inhibitor	?	5.1%	2.2%	2.6%	11.8%	0.8%	-4.1%
EPAC2 agonist	21.2%	7.5%	9.2%	8.4%	12.2%	4.3%	1.0%
Nrf2 ARE act	-0.6%	-0.2%	0.0%	0.1%	0.0%	-0.7%[9.22 µM]	-0.5%
MmCpn inh	·	-3.8%	-3.1%	-6.3%	-5.8%	4.4%	0.3%
A549 viability	·	-6.1%	2.7%	-9.9%	0.9%	6.9%	0.7%
Akt phos inh	i	i	i	i	i	i	i

23. C=CCn1c(C)cc(C(=O)COc2ncnc3sccc23)c1C
25. N#Cc1cccn1-c1nccc(-c2cccs2)n1
assay / entry	23	25
Nrf2 inh	?	?
EPAC2 antagonist	-1.5%	-19.8%
CCT modulator	-3.9	-3.3
TGFb inhibitor	-13.1%	?
EPAC2 agonist	15.4%	12.4%
Nrf2 ARE act	-1.1%	4.47µM*
MmCpn inh	1.5%	-0.3%
A549 viability	-10.9%	-1.4%
Akt phos inh	i	i

High-throughput results: PubChem, National Center for Advancing Translational Sciences (NCATS)

A portion of the library; rates above refer to the full screens.
